High-throughput results deposited in PubChem BioAssay by several laboratories.
SKN-1 block: C. elegans SKN-1 inhibition; inhibition, % at 21.8 µM; C. elegans VP596 Pgst-4::GFP/RFP ratio, acrylamide-induced, 24 h; hit rate 0.49% among 360,000; AID 624304;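 active = interference check ratio from 0.5 to 1.5 plus GFP to RFP signal ratio inhibition reaching or exceeding a fixed threshold, cut at about 30% in these data, passing the limit was not always enough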; note: some compounds called inactive have numbers as strong as hits
MT1-MMP act inh: blocks activation of human MT1-MMP; hit rate 0.061% among 360,000; P50281; AID 651647; GFP/RFP ratio change, % at 20 µM; HT1080 RFP-PRO-GFP cells, GFP/RFP ratio fluorescence, overnight; percent of plate control window, DMSO zero;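 active = GFP/RFP ratio change of at least 30% with cell ATP level not reduced by more than half and red fluorescence within 50% of control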; note: strong numbers were not always called active
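Test system: HT1080 RFP-PRO-GFP cells; Benchmarks: DMSO and RFP-L50D-GFP cell wells; Timing: cells overnight before dosing, compound overnight, 37 °C, 5% CO2; Compound: one 20 µM compound dose with 1% DMSO; Read-out: GFP/RFP fluorescence ratio.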
Rpn11 inh: Rpn11 (human) deubiquitinase inhibition. O00487. human 26S proteasome, Ub4-pepOG fluorescence polarization; 20S core pre-blocked with epoxomicin. calls only at 20 µM. hit rate 0.59% among 360,000. AID 588493;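 active = inhibition at 20 µM, scaled to each plate's controls, above about 33%, limit read from the data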
Neddylation inh: blocks human cullin neddylation; TR-FRET cullin neddylation, biochemical; P61081+Q13564; calls only at 25 µM; hit rate 0.58% among 360,000; in the data active = inhibition above about 36%
Target sequence (P61081 whole entry, looked up): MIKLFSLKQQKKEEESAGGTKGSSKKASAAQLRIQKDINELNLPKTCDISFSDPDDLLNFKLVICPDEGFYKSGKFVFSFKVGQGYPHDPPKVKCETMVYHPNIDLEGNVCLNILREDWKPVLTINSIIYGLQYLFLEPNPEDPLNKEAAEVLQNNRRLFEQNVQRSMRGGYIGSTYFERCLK
Target sequence (Q13564 whole entry, looked up): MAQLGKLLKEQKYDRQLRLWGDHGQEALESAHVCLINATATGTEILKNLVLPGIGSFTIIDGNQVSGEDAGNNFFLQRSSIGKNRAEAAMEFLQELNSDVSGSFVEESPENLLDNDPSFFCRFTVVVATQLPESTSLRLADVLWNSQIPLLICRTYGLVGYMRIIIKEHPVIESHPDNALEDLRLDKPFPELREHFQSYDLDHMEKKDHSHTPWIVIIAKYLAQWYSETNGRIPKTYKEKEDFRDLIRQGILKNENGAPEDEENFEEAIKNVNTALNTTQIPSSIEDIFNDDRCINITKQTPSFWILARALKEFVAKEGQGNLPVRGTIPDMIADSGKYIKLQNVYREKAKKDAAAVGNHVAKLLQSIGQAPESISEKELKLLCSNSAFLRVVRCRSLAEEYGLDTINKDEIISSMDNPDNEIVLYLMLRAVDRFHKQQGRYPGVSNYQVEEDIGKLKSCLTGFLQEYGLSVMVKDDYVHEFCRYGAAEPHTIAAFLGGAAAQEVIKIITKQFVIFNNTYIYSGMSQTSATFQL
Rin1 Abl inh: inhibitors of human Rin1-Abl protein interaction | TR-FRET Rin1/Abl binding, biochemical | hit rate 0.4% among 360,000 | P00519+Q13671 | inhibition, % at 7.35 µM | AID 588664; in the data active = inhibition above about 5%, passing the limit was not always enough
CSN inh: blocks human CSN-mediated cullin deneddylation | hit rate 0.38% among 360,000 | Q92905 | Purified CSN, SCF-Nedd8-OG deneddylation, fluorescence polarization | inhibition, % at 12.5 µM;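 active = pattern-corrected inhibition above about 35%, with an unprinted fluorescence ratio check between 0.5 and 1.5, limit read from the data, passing the limit was not always enough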;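 note: 0% = enzyme with substrate and 100% = substrate without enzyme; some results filed as inactive read as strong as hits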
Target sequence (Q92905 whole entry, looked up, one chain of several): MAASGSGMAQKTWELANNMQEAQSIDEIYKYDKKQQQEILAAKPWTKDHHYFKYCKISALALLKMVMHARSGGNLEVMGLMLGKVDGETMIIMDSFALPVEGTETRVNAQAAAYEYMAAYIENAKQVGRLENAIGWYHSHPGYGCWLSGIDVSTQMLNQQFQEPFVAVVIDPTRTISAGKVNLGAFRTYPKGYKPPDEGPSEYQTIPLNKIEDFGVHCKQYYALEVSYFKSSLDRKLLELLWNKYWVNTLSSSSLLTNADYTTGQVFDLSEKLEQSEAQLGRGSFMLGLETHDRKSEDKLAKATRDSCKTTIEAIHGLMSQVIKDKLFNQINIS
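Material: human Csn5 produced in HEK293T cells; Input: enzyme 0.24 nM; Reagent: SCFSkp2-Nedd8OG substrate at 10 nM final; Dosing: 12.5 µM compound; Incubation: 90 min reaction at room temperature; Detection: fluorescence polarization of the substrate; Evaluation: % inhibition of substrate cleavage by Csn5; Control set: substrate-only high control, full reaction low control.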
MLLE-PAM2 inh: blocks PAM2 peptide binding to the PABP1 MLLE domain; AID 588489; inhibition, % at 20 µM; GST-MLLE / FITC-PAM2 fluorescence polarization; P11940; hit rate 0.36% among 360,000; in the data active = inhibition above about 35%, passing the limit was not always enough;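 note: plate controls were DMSO wells with GST-MLLE for no effect and wells lacking GST-MLLE protein for full effect; some results filed as inactive read as strong as hits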
NadD inh: blocks S. aureus nicotinate mononucleotide adenylyltransferase | purified NadD enzyme, colorimetric absorbance read-out | inhibition, % at 20 µM | hit rate 0.78% among 360,000; in the data active = inhibition above about 26%; note: some compounds past the cut are filed as inactive
FAS TE block: inhibitors of human fatty acid synthase thioesterase domain | P49327 | inhibition, % at 15 µM | recombinant FAS-TE, OMFH fluorogenic substrate, fluorescence endpoint | hit rate 0.67% among 360,000;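 active = compounds whose normalised, plate-corrected inhibition of enzyme fluorescence in the single-dose primary screen is 50% or more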;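 note: 0% = DMSO with enzyme and 100% = substrate without enzyme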
The depositor's hits bear a star; i = inactive; x = not tested or not shown; + = active, no number. Rows are unselected. About 3.9% of those tested had a hit in this group.

The opening five entries, ahead of the listing:
SMILES	SKN-1 block	MT1-MMP act inh	Rpn11 inh	Neddylation inh	Rin1 Abl inh	CSN inh	MLLE-PAM2 inh	NadD inh	FAS TE block
CCN1CCCC1CN(Cc1cc2cc(C)ccc2[nH]c1=O)C(=O)Nc1ccccc1OC (centres undefined)	2.8	6.1	i	i	1.3	2.3	-19.1	10.4	-9.9
CCCc1cc(=O)[nH]c(SCC(=O)N(Cc2ccccc2)C(C)C)n1	22.8	-4.7	i	i	3.2	1.5	-4.8	9.9	-6.5
COc1ccccc1CN(C)C(=O)c1sccc1-c1ccccc1	2.7	-6.1	i	i	0.0	2.3	21.1	-0.1	15.5
Cn1cc(Cl)c(-c2n[nH]c(=S)n2C2CCCCC2)n1	8.9	-0.2	i	i	0.0	-4.6	22.9	1.5	-2.2
CC(C)C[C@H]1COc2cccc(N3CCSCC3)c2S(=O)(=O)N1	2.5	2.5	x	i	x	-1.7	x	-5.6	2.4

Main list, previewed entries included:
SMILES	SKN-1 block	MT1-MMP act inh	Rpn11 inh	Neddylation inh	Rin1 Abl inh	CSN inh	MLLE-PAM2 inh	NadD inh	FAS TE block
CCN1CCCC1CN(Cc1cc2cc(C)ccc2[nH]c1=O)C(=O)Nc1ccccc1OC (centres undefined)	2.8	6.1	i	i	1.3	2.3	-19.1	10.4	-9.9
CCCc1cc(=O)[nH]c(SCC(=O)N(Cc2ccccc2)C(C)C)n1	22.8	-4.7	i	i	3.2	1.5	-4.8	9.9	-6.5
COc1ccccc1CN(C)C(=O)c1sccc1-c1ccccc1	2.7	-6.1	i	i	0.0	2.3	21.1	-0.1	15.5
Cn1cc(Cl)c(-c2n[nH]c(=S)n2C2CCCCC2)n1	8.9	-0.2	i	i	0.0	-4.6	22.9	1.5	-2.2
CC(C)C[C@H]1COc2cccc(N3CCSCC3)c2S(=O)(=O)N1	2.5	2.5	x	i	x	-1.7	x	-5.6	2.4
CN1/C(=C/c2cccc[n+]2C)Sc2ccccc21	13.3	-50.4	i	i	-9.2	-1.8	-140.4	11.6	-3.7
Oc1ccc(Cc2ccccc2Cl)c(O)c1	1.4	5.0	i	i	2.9	5.5	24.2	-7.6	3.9
COc1ccc(-c2nc3ccccc3nc2-c2ccccc2)cc1OC	-3.0	-4.0	i	i	1.2	-1.2	7.5	-6.9	12.0
COc1ccc(-c2nn(-c3ccccc3)cc2C(=O)NC(=S)N2CCOCC2)cc1OC	-11.8	1.6	i	i	1.6	1.9	-19.7	-5.5	-9.7
O=C(O)C1CC=CCC1C(=O)Nc1cccc(Cl)c1 (centres undefined)	-2.1	-6.1	i	i	-0.9	-0.8	-0.3	2.0	-0.9
CCn1c(=O)c2c(nc(SCC(=O)Nc3ccccc3)n2C)n(C)c1=O	0.7	0.0	i	i	1.4	2.8	-2.3	-7.1	2.8
COc1cccc(-c2ccc(NC(=O)C3CCCN(Cc4cnc(C)n4C)C3)cc2)c1 (centres undefined)	9.0	5.9	i	i	2.4	-1.4	-4.7	-8.7	-4.4
O=S(=O)(Cc1ccccc1)C1CCCCC1O (centres undefined)	-5.9	-2.2	i	i	-0.7	2.5	-0.3	-5.6	-6.6
CCCNC(=O)C1(C)CCN(C(=O)c2sccc2C)C1 (centres undefined)	5.2	1.6	i	i	2.3	-0.2	-12.1	1.2	-6.2
Cc1sc2nc(SCc3nc(-c4cccs4)no3)n(-c3ccccc3)c(=O)c2c1C	0.7	-5.1	i	i	5.0	0.6	-3.5	-4.7	28.5

Continued:
SMILES	SKN-1 block	MT1-MMP act inh	Rpn11 inh	Neddylation inh	Rin1 Abl inh	CSN inh	MLLE-PAM2 inh	NadD inh	FAS TE block
O=C(CSc1nnc(NC(=O)c2ccccc2Cl)s1)NC1CC1	-9.3	0.4	i	i	2.9	2.6	-8.2	-8.3	-6.4
NC(=O)CSc1nc2cc(Cl)ccc2c(=O)n1C1CCCCC1	-1.6	2.5	i	i	0.9	0.9	-5.8	-3.9	1.8
CCN(CC)S(=O)(=O)c1cccc(C(=O)N[C@H](C(=O)NNC(=O)c2ccccc2)C(C)C)c1	-11.1	-0.5	i	i	-1.6	0.1	10.8	-0.9	-7.9
Cc1ccc(N=C2SCCCN2C(=O)c2ccco2)cc1Cl	-3.1	-3.4	i	i	-1.9	1.2	-5.4	0.3	-6.9
Cc1[nH]ncc1-c1ccccc1Cl	-10.5	-3.9	i	i	-4.9	1.5	3.7	-8.7	-3.6
O=[N+]([O-])c1ccc(Sc2nnnn2-c2ccccc2)c(Cl)c1	-2.6	4.5	i	i	5.9	6.5	-5.7	5.5	18.2
Cc1ccc(CNC(=O)C2CCCN2C(=O)Nc2ccc(F)cc2)cc1 (centres undefined)	9.6	1.5	i	i	-1.6	-1.4	3.6	2.4	-2.7
COc1ccc(CCCC(=O)NCC(=O)N/N=C/c2cc(Cl)ccc2OC)cc1	-4.3	-0.4	i	i	-3.8	2.5	-9.1	-2.0	10.9
Cc1noc(C)c1S(=O)(=O)N1CCCCC1	8.4	-9.1	i	i	-1.1	1.6	6.7	1.1	-4.7
Cc1nn(Cc2ccccc2)c(C)c1NC(=O)CSc1nc(C2CC2)nc2c1cnn2-c1ccccc1	1.4	-2.6	i	i	-3.5	1.4	6.1	10.8	-13.3
COc1cc(Nc2ccccc2Cl)c([N+](=O)[O-])nc1[N+](=O)[O-]	30.6	12.7	i	i	-0.6	3.0	-0.4	0.2	13.1
COc1ccccc1C1/C(=C(/O)c2ccccc2)C(=O)C(=O)N1CC(C)O (centres undefined)	11.1	0.3	i	i	1.5	-5.8	12.6	5.7	-9.6
O=C(NCc1ccco1)C12CC3CC(CC(C3)C1)C2	-0.9	1.4	i	i	4.4	-1.1	-3.6	0.5	-1.8
Cc1cccc(N(Cc2cc3ccc(C)cc3[nH]c2=O)S(=O)(=O)c2ccccc2)c1	0.1	0.5	i	i	-0.4	-2.2	-3.4	9.8	17.3
Cc1ccc(C(=O)CSc2nnc(-c3ccccc3N)n2C)cc1	10.2	11.6	i	i	1.3	2.3	-10.0	3.3	-4.4

Continued.
SMILES	SKN-1 block	MT1-MMP act inh	Rpn11 inh	Neddylation inh	Rin1 Abl inh	CSN inh	MLLE-PAM2 inh	NadD inh	FAS TE block
COCc1cc(N2CCOCC2)nc(SCc2ccc(Cl)cc2)n1	0.4	-0.5	i	i	-3.4	-1.9	2.1	-1.8	11.1
CCCCN1C(=N)N([C@@H](CCC)CN2CCC[C@H]2CN2C(N)=NC[C@H]2CC(C)C)C[C@H]1Cc1ccccc1	-2.0	4.2	i	i	-1.9	-1.0	-1.1	-6.0	-10.1
Cc1cc(=O)oc(C)c1C(=O)Nc1cccc2nonc12	-1.1	-1.5	i	i	-0.6	2.6	-7.0	-0.6	-6.1
CC1CC2=C(C(=O)O1)C(c1ccc(Cl)cc1)Nc1ccccc1N2 (centres undefined)	4.2	0.8	i	i	0.0	6.5	8.1	2.9	-7.5
N#Cc1c2c(c(=S)n(-c3ccccc3)c1N)CCCC2	3.4	x	i	i	-1.3	-27.0	59.3	11.9	7.0
CC(=O)Nc1cc(-c2cccc(NS(C)(=O)=O)c2)cn2c(-c3cccc(C(F)(F)F)c3)cnc12	0.8	-7.7	i	i	0.8	10.0	-12.2	-0.5	13.7
CC(C)c1ccc(NC2CCCN(C(=O)c3ccc(Cn4cnnn4)cc3)C2)cc1 (centres undefined)	-7.9	-0.5	i	i	-1.0	-2.2	17.1	-1.3	-0.1
Cc1ccc(-c2ccc(/C=N/NC(=O)Cc3nnc(N)s3)o2)cc1Cl	4.1	0.2	i	i	-3.8	4.2	-96.2	23.9	0.4
COC(=O)c1cc(OC)c(OC)cc1NC(=O)c1csc(C)c1	3.6	-0.2	i	x	-3.8	3.2	-7.7	-13.1	0.7
CC1C(=O)N(Cc2cn(CCC3OCCCO3)nn2)CCS(=O)(=O)N1Cc1ccc(-c2ccc(Cl)c(Cl)c2)cc1 (centres undefined)	-13.5	-3.7	i	i	1.9	-2.8	2.4	-9.0	26.8
CC1(c2ccccc2)NC(=O)N(CC(=O)Nc2ccc(S(=O)(=O)Nc3ncccn3)cc2)C1=O (centres undefined)	4.9	-0.6	i	i	2.3	7.1	-33.1	3.0	-2.9
COc1ccccc1N(CC1CO1)S(=O)(=O)c1ccccc1 (centres undefined)	12.9	-1.0	i	i	-0.6	-4.4	-3.1	-5.8	-3.6
Cc1ccc2c(COC(=O)CNC(=O)c3ccco3)cc(=O)oc2c1C	13.7	-4.8	i	i	-0.2	0.1	14.1	0.2	-11.8
O=C(Oc1ccccc1)c1ccc(COC(=O)c2cnccn2)cc1	-26.0	5.5	i	i	-2.6	2.2	5.5	-2.1	5.7
COCCn1c(C)cc(C(=O)CSc2nnc(-c3cccnc3)n2-c2ccccc2F)c1C	6.2	-8.9	i	i	10.2*	-7.5	-59.6	9.2	-5.5

Next part
SMILES	SKN-1 block	MT1-MMP act inh	Rpn11 inh	Neddylation inh	Rin1 Abl inh	CSN inh	MLLE-PAM2 inh	NadD inh	FAS TE block
COc1ccccc1Cn1c(C)c(C(=O)NCc2ccco2)sc1=O	-13.8	0.9	i	i	4.6	-2.6	-2.3	6.0	-11.3
CCc1nnc(NC(=O)c2ccc(N3C(=O)CCC3=O)cc2)s1	0.2	-1.5	i	i	0.0	-0.2	-1.4	-5.9	-3.6
Cc1ccccc1-c1nc(CN2CCC(C(=O)NCCCN3CCCC3)CC2)c(C)o1	-10.6	2.2	i	i	0.0	0.8	-22.0	-6.0	-8.8
COc1cc(Nc2ncnc(N)n2)cc(OC)c1OC	-6.7	0.4	i	i	-1.4	-0.9	2.5	-3.0	-4.0
O=C1N2CCSC2=NC1(Nc1nccs1)C(F)(F)F (centres undefined)	-9.7	5.3	i	i	-0.2	-3.9	33.3	-6.6	-8.9
O=C(c1ccccc1Cl)N1CCN(Cc2ccc3c(c2)OCO3)CC1	5.4	-0.9	i	i	-0.2	0.9	3.0	4.1	-2.1
O=C(NCC(c1ccc(F)cc1)N1CCOCC1)c1cc(F)c(F)c(F)c1F (centres undefined)	-5.2	-2.1	i	i	1.8	1.9	11.5	8.2	9.1
O=C(c1ccc(NC(=O)C(c2ccccc2)c2ccccc2)cc1)c1ccc(C(=O)O)c(C(=O)O)c1	6.8	-2.4	i	i	1.8	-1.6	12.8	-4.2	-4.4
COc1ccc(N2CCN(Cc3nc4cc(Cl)ccc4c(=O)[nH]3)CC2)cc1	-1.2	0.2	i	i	0.4	10.3	5.0	-11.4	-0.9
CCOC(=O)c1c(NC(C)=O)sc2c(O)cccc12	-15.1	3.4	i	i	0.3	-6.4	4.3	1.2	-2.7
CCOc1ccc(Br)cc1CNCCN1CCOCC1	3.7	0.8	i	i	-1.5	-8.2	2.8	2.4	-8.4
CC(=O)Nc1nc(CC(C)C)cc(-c2ccco2)c1C#N	2.8	-1.9	i	+	0.8	-4.2	-110.3	-4.5	-5.6
O=C(N/N=C\c1ccc(O)c([N+](=O)[O-])c1)c1ccccc1-n1cccc1	3.8	3.3	i	i	-0.1	-3.1	3.4	1.1	-12.3
O=C(Nn1cnc2ccccc2c1=O)c1c(F)cccc1F	-1.0	1.3	i	i	1.4	1.6	11.3	-7.5	-7.7
CSCCC(NC(=O)c1ccccc1)C(=O)Nc1ccncc1 (centres undefined)	-15.8	0.0	i	i	2.8	6.1	3.3	2.2	-4.9
